Pf growth 96h: Primary qHTS for delayed death inhibitors of the malarial parasite plastid, 96 hour incubation | AID 504834, 2011 | 320,000 compounds, 6.9% hits | P. falciparum luciferase reporter growth, 96 h | Potency, µM (highest dose often 28.7 µM), for the others: at the highest dose activity change, negative = inhibition, most hits filed as inhibitors; note: potency is the fitted concentration of half-maximal effect; % is set by controls: 0 for no effect and ±100 for the full control effect
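96 h incubation, 37 C, 5% CO2, of luciferase-reporter P. falciparum-infected RBCs (2% hematocrit, 0.05% parasitemia final) with test compounds; endpoint luminescence.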
Tb PYK inh: qHTS of Trypanosoma Brucei Inhibitors. pyruvate kinase (Trypanosoma brucei), Q57TT1. TbPYK enzyme, Kinase-Glo Plus ATP luminescence, 45 min. Potency, µM (doses to about 76.8 µM), for inactives: top-dose activity, negative = inhibition, most hits filed as inhibitors. 410,000 compounds, 0.12% hits. AID 624173, 2012; note: potency is the fitted concentration of half-maximal effect; % is set by controls: 0 for no effect and ±100 for the full control effect; nearly all actives have a fitted effect of over 50% in size
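Assay buffer: 50 mM TEA pH 7.2, 100 mM KCl, 10 mM MgCl2, 0.05% BSA, 0.01% Tween-20. Pyruvate kinase from T. brucei plus substrate met compound, then ADP (130 uM final). Luminescence was read post 45 min RT.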
AMA1 RON2 block: qHTS for Inhibitors of AMA1-RON; Towards Development of Antimalarial Drug Lead: Primary Screen; Plasmodium falciparum AMA1 (3D7) - RON2 peptide interaction; AlphaScreen AMA1-biotinylated RON2 peptide binding; Potency, µM (doses to about 58.2 µM), for inactives: top-dose activity change, negative = inhibition, actives largely listed as inhibitors; 360,000 compounds, 0.2% hits;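 note: potency is the fitted concentration of half-maximal effect; 0% = vehicle wells and -100% = peptide control; nearly all actives have a fitted effect of over 45% in size; some results filed as inactive show a strong effect at the top dose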
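AMA1 (3D7) with his tag at 25 nM final met compounds first, then biotinylated RON2 peptide at 25 nM; detection used donor plus acceptor beads, 10 µg/mL apiece, read by AlphaScreen after 30 min at room temperature.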
Pf growth 48h: Primary qHTS for delayed death inhibitors of the malarial parasite plastid, 48 hour incubation. P. falciparum luciferase growth in erythrocytes, 48 h. Potency, µM (doses to about 28.7 µM), inactives show at the top dose activity change, negative = inhibition, hits mostly inhibitors. 310,000 compounds, 5.9% hits; note: potency is the fitted concentration of half-maximal effect; % is set by controls: 0 for no effect and ±100 for the full control effect
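Read-out is firefly luciferase luminescence from an integrated reporter in P. falciparum, so falling signal marks reduced parasite growth. Infected erythrocytes were at 2% hematocrit and 0.1% parasitemia (final) in Albumax-supplemented RPMI 1640.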
Shiga toxin inh: A qHTS for Small Molecule Inhibitors of Shiga Toxin; Vero cells, Shiga toxin protein synthesis inhibition reporter; inhibition, % at 38.7 µM; 290,000 compounds, 9.2% hits; in the data active = inhibition mostly above about 28%, no sharp cut-off; inactive = mostly below about 43%; note: 0% is about no effect
LmPK inhibitor: qHTS Assay for Inhibitors of Leishmania Mexicana Pyruvate Kinase (LmPK). AID 1721, 2009. purified LmPK, Kinase-Glo ATP luminescence, 1 h. Q27686. 290,000 compounds, 0.37% hits. Potency, µM (series often up to 57.5 µM), for the others: at the highest dose activity change, negative = inhibition, actives largely listed as inhibitors; note: potency is the fitted concentration of half-maximal effect; % is set by controls: 0 for no effect and ±100 for the full control effect
Target sequence (Q27686 whole entry, looked up): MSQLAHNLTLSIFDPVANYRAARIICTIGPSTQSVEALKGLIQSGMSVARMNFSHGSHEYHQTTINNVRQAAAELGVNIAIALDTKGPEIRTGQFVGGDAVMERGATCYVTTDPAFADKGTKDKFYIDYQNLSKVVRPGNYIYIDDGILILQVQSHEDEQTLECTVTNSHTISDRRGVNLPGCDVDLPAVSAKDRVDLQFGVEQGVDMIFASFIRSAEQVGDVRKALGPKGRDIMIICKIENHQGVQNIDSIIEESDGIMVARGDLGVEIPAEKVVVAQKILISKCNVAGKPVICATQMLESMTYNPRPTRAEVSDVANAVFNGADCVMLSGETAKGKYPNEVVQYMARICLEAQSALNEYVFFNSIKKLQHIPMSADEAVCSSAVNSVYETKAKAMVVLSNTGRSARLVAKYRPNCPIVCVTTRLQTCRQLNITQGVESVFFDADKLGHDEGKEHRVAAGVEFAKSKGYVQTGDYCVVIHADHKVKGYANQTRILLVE
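Pyruvate kinase activity monitored as ATP production (luciferase luminescence). Conditions: 0.1 nM enzyme, 0.5 mM PEP, 0.1 mM ADP, 1 h, RT; normalized against uninhibited and no-enzyme wells.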
CHX counter: Cycloheximide Counterscreen for Small Molecule Inhibitors of Shiga Toxin | cell reporter, cycloheximide protein synthesis inhibition counterscreen | max response, % | 300,000 compounds, 12% hits; in the data active = max response mostly above about 13%, no sharp cut-off; inactive = mostly below about 14%; note: read at 38.3 µM for the half of the compounds with a filed dose; 0% is about no effect
* marks the source's active call; other numbers are inactive results; u = inconclusive; x = not tested or not shown; & = joins results of further samples; [ ] = dose if it differs, or a comment. Unless noted, calls come from the whole dose curve; as a rule, active = well fitted curve in the direction sought with a large enough effect; inconclusive = small, poorly fitted or top-dose-only effect, or another doubt; inactive = no such curve, though single readings can be large; an effect the other way counts as inactive or inconclusive. Random draw from the library. About 21% of those tested had a hit in this group.

1. O=C(C1CC1)N(CCN(Cc1ccccc1)C(=O)C1CC1)Cc1ccccc1
2. COc1ccc(S(N)(=O)=O)cc1C(=O)NCC(C)(C)N1CCCCC1
3. CC(=O)c1ccc(N2CCN(CC3CCCCC3)CC2)cc1
4. O=C(OC1CCN(c2ncc(C(F)(F)F)cc2Cl)CC1)c1cccc(C(F)(F)F)c1
5. Cc1ccc(SCCN2CCN(Cc3ccccc3)CC2)cc1
6. CCn1cc(C(=O)NCCC(=O)NC(C)C)c(=O)c2cc3c(cc21)OCO3
7. Cc1ccc(C)c(S(=O)(=O)N2CCN(CC(=O)Nc3ccc4c(c3)CCC4)CC2)c1
8. CCc1cc2c(s1)NC(=O)CN=C2c1cccs1

compound no.,1,2,3,4,5,6,7,8
Pf growth 96h,u,-14%,u,47%[activator],-29%,2%,-29%,-23%
Tb PYK inh,-10%,1%,11%,2%,-5%,1%,6%,-2%
AMA1 RON2 block,0%,6%,-6%,-7%,u,-4%,-18%,41%[activator]
Pf growth 48h,u,3%,17%,30%[activator],-2%,19%,-5%,u
Shiga toxin inh,-18,-12,-6,-10,13,-2,1,-15
LmPK inhibitor,-1%,-5%,-5%,-3%,-2%,5%,7%,-1%
CHX counter,1,-5,-3,-2,3,1,-3,-2

9. O=C(COC(=O)CNC(=O)c1ccccc1)NC1CCCCC1
10. Fc1ccccc1NC(=S)N1CCN(c2ccccn2)CC1
11. Nc1ccc(NC(=O)Nc2ccc(N)cc2)cc1
12. Cc1cc(OC(C)C(=O)N2CCN(c3ccccc3)CC2)c2c(C)c(C)c(=O)oc2c1 (centres undefined)
13. CCC1CCCCN1C(=O)CSc1nnc(-c2ccc(OC)cc2)o1 (centres undefined)
14. CCOC(=O)C1=C(CSc2nc3ccccc3s2)NC(=O)NC1c1ccc(OC)cc1 (centres undefined)
15. CCOC(=O)C(C)Sc1nc2ccccc2c(=O)n1CC (centres undefined)
16. CCc1c(C)nc(SCC(=O)CC(=O)OC(C)C)c(C#N)c1C

compound no.,9,10,11,12,13,14,15,16
Pf growth 96h,48%[activator],-6%,81%[activator],13µM*,u,u,x,1%
Tb PYK inh,-1%,-10%,-1%,3%,-25%,-1%,-1%,0%
AMA1 RON2 block,0%,-1%,5%,7%,0%,-4%,4%,16%
Pf growth 48h,34%[activator],27%,32%[activator],9.3µM*,u,-16%,0%,u
Shiga toxin inh,x,10,29*,17,-14,-14,-9,18
LmPK inhibitor,x,-1%,0%,6%,5%,2%,1%,1%
CHX counter,x,11,17*,-3,1,2,1,10

17. C=CCn1c(-c2ccc(OC)c(OC)c2)n[nH]c1=S
18. O=C(O)c1ccc(-n2cccn2)nc1
19. CS(=O)(=O)N(CC(=O)N1CCN(c2ccccc2)CC1)c1ccc(Cl)c(C(F)(F)F)c1
20. Cc1ccc(S(=O)(=O)N2CCC(C(=O)O)CC2)cc1C(=O)O
21. Cc1ccc(-c2nn(-c3ccccc3)cc2C(=O)N2CCN(c3ccccn3)CC2)cc1
22. CC(C)NC(=O)c1cc2ccccc2o1
23. Cc1nn(C(C)C)c(C)c1CN1CCN(Cc2ccsc2)C(CCO)C1 (centres undefined)
24. CCOC(=O)CSc1nc(C2CC2)nc2ccccc12

compound no.,17,18,19,20,21,22,23,24
Pf growth 96h,3%,20%,u,u,u,-9%,-6%,46%[activator]
Tb PYK inh,u,3%,3%,0%,5%,-5%,-2%,1%
AMA1 RON2 block,57%[activator],11%,-16%,3%,u,4%,1%,1%
Pf growth 48h,2%,10%,x,-10%,u,5%,0%,-24%
Shiga toxin inh,-3,17,4,44,42*,2,-16,-17
LmPK inhibitor,1%,-2%,2%,-1%,11%,-1%,-2%,0%
CHX counter,-1,-4,-4,5,33,5,-2,-2

25. Cc1[nH]c2ccccc2c1C(=O)CN1CCN(C2CCCCC2)CC1
26. COC(=O)c1ccccc1NC(=O)c1cc2n(n1)C(C(F)F)CC(C(F)F)N2 (centres undefined)
27. COc1ccc(S(=O)(=O)c2c(C)c(NS(=O)(=O)c3ccccc3)cc(C)c2O)cc1
28. Cc1ccc(NC(=S)NNC(=S)NC2CCCCC2)cc1
29. O=C(Nc1ccc(N2CCOCC2)c(Cl)c1)c1cccnc1
30. CC(C)Oc1cccc(C(=O)C2CCCN(Cc3cccn3-c3cccnc3)C2)c1 (centres undefined)
31. Cc1onc(-c2ccccc2)c1C(=O)N1CCc2ccccc21
32. COc1ccc(Cl)cc1-c1nc(-c2ccc(NC(=O)c3cccs3)cc2)no1

compound no.,25,26,27,28,29,30,31,32
Pf growth 96h,-20%,1%,u,-4%,27%,12µM*,23%,22%
Tb PYK inh,x,-3%,-7%&-4%,-18%,3%,15%,-4%,-2%
AMA1 RON2 block,x,-2%,-13%,5%,15%,-21%,-2%,11%
Pf growth 48h,u,-7%,3%,0%,71%[activator],u,12%,0%
Shiga toxin inh,-11,-17,9,35,53*,-21,-18,34*
LmPK inhibitor,3%,2%,5%,-7%,-1%,2%,6%,-26%
CHX counter,-3,-4,1,-7,26*,2,5,85*

33. Fc1ccc(Cn2nnnc2CN2CCC(n3nnc4cc(C(F)(F)F)ccc43)CC2)cc1
34. Cc1nn(CCC(=O)NNC(=S)Nc2ccc(F)cc2)c(C)c1Br
35. CCOc1cc(/C=C2\NC(=O)NC2=O)cc([N+](=O)[O-])c1O
36. CN(C)CCCn1c(SCc2ccc(Cl)cc2)nnc1-c1ccncc1
37. O=C(c1ccccc1)c1ccccc1C(=O)N1CCOCC1
38. CCOc1ccc(/C=C/C(=O)Oc2ccc(OC)cc2)cc1
39. COc1ccc(/C=N/NC(=O)c2ccc3nc[nH]c3c2)c(OC)c1OC
40. COc1ccc(S(=O)(=O)Nc2cc(S(=O)(=O)c3ccccc3)c(O)cc2C)cc1

compound no.,33,34,35,36,37,38,39,40
Pf growth 96h,u,-8%,22%,2.9µM*,5%,u,-2%,u
Tb PYK inh,-2%,-22%,-5%,-18%,-4%,1%,-4%,-4%
AMA1 RON2 block,-6%,0%,-17%,-16%,-15%,1%,21%,-8%
Pf growth 48h,u,7%,-4%,-6%,-3%,u,-9%,7%
Shiga toxin inh,-8,-7,8,x,-12,-12,2,-1
LmPK inhibitor,0%,-6%,-17%,0%,3%,1%,-10%,2%
CHX counter,1,-4,-4,-2,-4,-4,1,5

Next part:
entry | SMILES | Pf growth 96h | Tb PYK inh | AMA1 RON2 block | Pf growth 48h | Shiga toxin inh | LmPK inhibitor | CHX counter
41 | O=C(N/N=C/c1ccc(OCc2ccccc2)cc1)c1ccncc1 | u | 1% | 27% | 3% | 81 | -1% | 13*
42 | CCc1ccc(-c2nnn(Cc3nn[nH]n3)n2)cc1 | 0% | 5% | 2% | 14% | -3 | -1% | -4
43 | Cc1ccc(-c2nnc(SCC(N)=O)n2C)cc1 | u | 1% | -2% | 19% | -24 | -9% | 3
44 | COc1ccc(NC(=O)CNS(=O)(=O)c2ccc(Cl)cc2)cc1 | -20% | -4% | 1% | 36%[activator] | 23 | 1% | 16*
45 | COc1ccc(-n2c(O)c(C(C)=NCCc3c[nH]c4ccccc34)c(=O)[nH]c2=O)cc1 | u | -5% | 1% | 12µM* | -6 | -1% | -2
46 | O=C(CCCOc1ccc(Cl)cc1Cl)N1CCCc2ccccc21 | 17% | -13% | 66%[activator] | x | 56* | 16% | 30*
47 | COC(=O)c1ccc(C2NC(=O)CCC2[N+](=O)[O-])cc1 (centres undefined) | 13% | -1% | -7% | 6% | -4 | 2% | 1
48 | N#Cc1c(N)c(C(=O)c2ccc(Cl)cc2)n2c1CCC2 | 92%[activator] | 0% | 3% | 18% | 10 | -6% | -2
49 | Cc1occc1C(=O)NNC(=O)C1CCCCC1 | u | -3% | -3% | 10% | 2 | 0% | 5
50 | Cc1ccc(C)c(C(=O)O/N=C(\N)c2ccc(Br)cc2)c1 | -3% | 0% | 3% | x | 31 | 1% | 21
51 | CCn1c(=N)n(CC(O)COc2cccc(C)c2)c2ccccc21 (centres undefined) | u | -12% | -6% | u | 1 | -1% | -5
52 | Cc1cc2nc3c(c(=O)n2[nH]1)CCCC3 | 6% | -2% | 2% | 12µM* | 3 | -2% | -1
53 | Cc1nn(Cc2ccc(F)cc2)c(Cl)c1/C=N/NC(=O)c1ccccc1 | u | 1% | 2% | u | 39 | 2% | 18*
54 | O=C(COc1ccccc1)Nc1ccc(N2CCCCC2)cc1 | 21% | -12% | -15% | 0% | x | x | x
55 | O=C(O)CCCNc1c(C(=O)Nc2ccc(Cl)cc2)cc([N+](=O)[O-])cc1[N+](=O)[O-] | 100%[activator] | -3% | -1% | -12% | -3 | 7% | -1
56 | COc1ccc(NC(=O)c2ccc(C(=O)c3ccccc3)o2)cc1 | 36%[activator] | -1% | 17% | 7.4µM* | 28 | 7% | 30*
57 | CC(=O)c1ccc(OCCCC(=O)N2CCN(S(=O)(=O)c3ccc(C(C)C)cc3)CC2)cc1 | 5.2µM* | -9% | -14% | 9.3µM* | x | x | x
58 | CC1CCc2ccccc2N1CC(=O)Nc1cccc(S(=O)(=O)N2CCCC2)c1 (centres undefined) | u | -10% | u | 12µM* | x | x | x
59 | COc1cccc(N2CCN(CC(=O)NC3=Nc4ccccc4N=C(C)C3c3ccccc3)CC2)c1 (centres undefined) | u | -2% | -25% | u | -11 | 1% | -1
60 | CCCc1cc(C(=O)N2CCCC(C(=O)c3cccc4ccccc34)C2)n(C)n1 (centres undefined) | u | -7% | -4% | 0% | 45 | -6% | 9

Of the compounds above, seven have fluorine:
entry | SMILES | Pf growth 96h | Tb PYK inh | AMA1 RON2 block | Pf growth 48h | Shiga toxin inh | LmPK inhibitor | CHX counter
4 | O=C(OC1CCN(c2ncc(C(F)(F)F)cc2Cl)CC1)c1cccc(C(F)(F)F)c1 | 47%[activator] | 2% | -7% | 30%[activator] | -10 | -3% | -2
10 | Fc1ccccc1NC(=S)N1CCN(c2ccccn2)CC1 | -6% | -10% | -1% | 27% | 10 | -1% | 11
19 | CS(=O)(=O)N(CC(=O)N1CCN(c2ccccc2)CC1)c1ccc(Cl)c(C(F)(F)F)c1 | u | 3% | -16% | x | 4 | 2% | -4
26 | COC(=O)c1ccccc1NC(=O)c1cc2n(n1)C(C(F)F)CC(C(F)F)N2 (centres undefined) | 1% | -3% | -2% | -7% | -17 | 2% | -4
33 | Fc1ccc(Cn2nnnc2CN2CCC(n3nnc4cc(C(F)(F)F)ccc43)CC2)cc1 | u | -2% | -6% | u | -8 | 0% | 1
34 | Cc1nn(CCC(=O)NNC(=S)Nc2ccc(F)cc2)c(C)c1Br | -8% | -22% | 0% | 7% | -7 | -6% | -4
53 | Cc1nn(Cc2ccc(F)cc2)c(Cl)c1/C=N/NC(=O)c1ccccc1 | u | 1% | 2% | u | 39 | 2% | 18*
